Polio RdRp inh: inhibitors of poliovirus RNA polymerase binding and polymerization; P03300; % elongation, % (compound at 16.7 µg/mL); actives 0.66% (n = 150,000); poliovirus polymerase elongation, fluorescence polarization; active compounds read low; in the data active means % elongation below about 90%; further: some results filed as inactive read as strong as hits
Target sequence (P03300 1749-2209 limits assumed): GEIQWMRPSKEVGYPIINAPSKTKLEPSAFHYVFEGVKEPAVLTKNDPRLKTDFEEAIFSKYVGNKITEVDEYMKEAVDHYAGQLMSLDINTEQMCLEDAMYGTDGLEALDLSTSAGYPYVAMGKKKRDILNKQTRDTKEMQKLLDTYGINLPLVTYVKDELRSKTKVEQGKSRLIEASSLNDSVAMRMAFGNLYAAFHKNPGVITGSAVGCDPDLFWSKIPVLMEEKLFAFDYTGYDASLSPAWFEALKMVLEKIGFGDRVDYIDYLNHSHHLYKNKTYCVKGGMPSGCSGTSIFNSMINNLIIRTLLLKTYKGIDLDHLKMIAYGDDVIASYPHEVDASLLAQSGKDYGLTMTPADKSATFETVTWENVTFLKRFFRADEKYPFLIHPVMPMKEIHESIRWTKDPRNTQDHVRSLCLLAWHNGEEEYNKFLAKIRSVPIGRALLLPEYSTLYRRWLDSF
Polio RdRp inh FP z-score: further read-out of Polio RdRp inh, marked with its call; z-score; measured here: FP z-score; hits read low
Active calls of the source: *. This is a subset; the hit share may differ from the screen's.

Start of the data: the first 6 compounds, to show the layout:
Values run as follows: Polio RdRp inh, Polio RdRp inh FP z-score
CN(C)c1ccc(/C=N/NC(=O)N/N=C/c2ccc(N(C)C)cc2)cc1
→ 101.0, 0
CCn1c(=O)n(CC)c2cc(N3CCCC3)c(NC(=O)C(C)(C)C)cc21
→ 99.0, -0.6
CC(C)(C)OC(=O)N1CCC(c2c(C(=O)Nc3ccc4c(c3)OCCO4)cnn2-c2ccccc2)CC1
→ 109.0, 0.7
CCOc1ccc(C(=O)Nc2ccc(C(=O)OCc3cc(=O)n4c(C)csc4n3)cc2)cc1
→ 105.0, -0.4
COC(=O)c1cc2oc3ccccc3c2n1Cc1nc(-c2ccccc2Cl)oc1C
→ 100.0, -1.8
O=C(Nc1ccc(Cl)cc1)C1COc2ccccc2O1 (centres undefined)
→ 100.0, -0.1

The listing (from the top)
Values run as follows: Polio RdRp inh, Polio RdRp inh FP z-score
CN(C)c1ccc(/C=N/NC(=O)N/N=C/c2ccc(N(C)C)cc2)cc1
→ 101.0, 0
CCn1c(=O)n(CC)c2cc(N3CCCC3)c(NC(=O)C(C)(C)C)cc21
→ 99.0, -0.6
CC(C)(C)OC(=O)N1CCC(c2c(C(=O)Nc3ccc4c(c3)OCCO4)cnn2-c2ccccc2)CC1
→ 109.0, 0.7
CCOc1ccc(C(=O)Nc2ccc(C(=O)OCc3cc(=O)n4c(C)csc4n3)cc2)cc1
→ 105.0, -0.4
COC(=O)c1cc2oc3ccccc3c2n1Cc1nc(-c2ccccc2Cl)oc1C
→ 100.0, -1.8
O=C(Nc1ccc(Cl)cc1)C1COc2ccccc2O1 (centres undefined)
→ 100.0, -0.1
CCC(=O)N1CCc2cc(Br)cc(S(=O)(=O)NCCc3cccc(C)c3)c21
→ 102.0, -0.3
CC(=O)Nc1ccc(S(=O)(=O)N2CCC(n3c(C)nc4cccnc43)CC2)cc1
→ 94.0, -2.8
Cc1cc2c(cc1S(=O)(=O)CCC(=O)N1CCCCC1C)OCC(=O)N2 (centres undefined)
→ 109.0, 0.6
Oc1c(C(c2ccccc2F)N2CCN(Cc3ccccc3)CC2)sc2nc(-c3ccco3)nn12 (centres undefined)
→ 95.0, -2

(cont.)
Values run as follows: Polio RdRp inh, Polio RdRp inh FP z-score
CCCCn1c(C2CC2)nc2cc(S(=O)(=O)N3CCOCC3)ccc21
→ 107.0, 0.8
COc1ccc(Br)cc1C(=O)Nc1ccc(-c2nc3cc(Cl)ccc3o2)cc1
→ 103.0, 0.1
O=C(Nc1cccc(Br)c1)c1cc(-c2ccc3c(c2)OCCO3)on1
→ 107.0, 0
COc1cc(OC)c2nc(C)c3c(c2c1)CN(C(=O)Nc1ccccc1)C3
→ 103.0, -0.1
CCN=C1S/C(=C\c2ccc(C(=O)OC)cc2)C(=O)N1CC
→ 100.0, -0.4
CCOC(=O)c1ccc(N2Cc3cc(C)c(C)cc3C2)cc1O
→ 101.0, -0.1
COc1ccccc1NC(=O)c1c(C)cc(C)nc1SCC(=O)Nc1ccc(C)c(C)c1
→ 116.0, 2.1
CCN(CC)c1ccc(NC(=O)c2cc(C)nc3c2c(C)nn3-c2cccc(F)c2)c(C)c1
→ 109.0, 0.2
NC(=O)c1ccccc1NC(=O)Cn1nc(Cc2cccnc2)c2ccccc2c1=O
→ 105.0, 0.3
Cc1cccc(CNC(=O)c2ccc3oc(=O)n(Cc4ccccc4)c3c2)c1
→ 108.0, 0.5

Continued:
Values run as follows: Polio RdRp inh, Polio RdRp inh FP z-score
O=C(NCc1noc2ccccc12)N1CCN(c2ccccc2)CC1
→ 104.0, -0.2
Cc1ccc(NCc2c(C)[nH]c3ccccc3c2=O)cc1C
→ 102.0, 0.5
COc1ccc(NC(=O)Cn2c(SCc3ccc(F)cc3)nc3cccnc32)c(OC)c1
→ 113.0, 0.5
Cc1ccsc1C(=O)OCC(=O)N1CCc2ccccc21
→ 102.0, 0.2
CNc1nc(OC)nc(N2CCOCC2)n1
→ 100.0, -0.1
CCCCN(CC)S(=O)(=O)c1cccc2cccnc12
→ 104.0, 0.5
O=C(c1cc(C2CC2)on1)N1CCN(C(c2ccccc2)c2ccccc2)CC1
→ 99.0, -0.4
COc1ccc(S(=O)(=O)N2CCN(C(=O)N(C)C)C2c2ccccc2)cc1 (centres undefined)
→ 104.0, 0.9
CN(C(=O)c1nc(-c2cccc(F)c2)n2c1CCCCC2)c1ccccc1
→ 105.0, 0.5
COc1ccc(C(=O)Nc2ccc3nc(N4CCCCC4)cc(C)c3c2)cc1OC
→ 104.0, -0.3

(list continues)
Values run as follows: Polio RdRp inh, Polio RdRp inh FP z-score
O=c1[nH]cc(N2CCN(Cc3ccccc3)CC2)c(=O)[nH]1
→ 104.0, -0.1
CCCCOc1ccc(C(=O)NCC(=O)NC2CC2)cc1
→ 109.0, 0
Cc1cc(Br)ccc1NC(=O)c1ccc(NS(=O)(=O)c2c(C)noc2C)cc1
→ 105.0, -0.6
Cc1cccc(NC(=S)NC(=O)/C=C/c2ccco2)c1
→ 101.0, -0.2
N#Cc1ccc(-n2c(-c3ccccc3)nnc2-c2ccccc2)cc1C#N
→ 103.0, 0.2
CN(C)c1ccc(CNC(=O)C2CCN(S(=O)(=O)c3ccc4[nH]c(=O)ccc4c3)CC2)cc1
→ 110.0, 0.5
COc1ccc(Cl)cc1NC(=O)c1c(NCc2cccnc2)sc2c1CCCC2
→ 109.0, 0.6
Cc1cccc(NC(=O)c2cc3c(=O)n(Cc4cccnc4)ccc3nc2C)c1
→ 101.0, -0.9
O=C(N/N=C\c1ccco1)c1ccc(S(=O)(=O)N2CCCCCC2)cc1
→ 100.0, -0.3
CCOC(=O)C1CCN(C(=O)c2ccccc2SCCOC)CC1
→ 101.0, 0.2

The results go on.
Values run as follows: Polio RdRp inh, Polio RdRp inh FP z-score
c1ccc(CCCN2CCN(Cc3ccccc3)CC2)cc1
→ 99.0, -0.5
CC(C)CN(CC(C)C)C(=O)Cn1nc(C(=O)O)c2ccccc2c1=O
→ 102.0, -0.6
CCN(CC)c1ccc(C(=O)NN=C2C3CC4CC(C3)CC2C4)cc1
→ 106.0, 0.5
CC(C)c1cccc(C(C)C)c1NC1=NS(=O)(=O)c2ccccc21
→ 106.0, 0.3
c1ccc(CSc2ncccn2)cc1
→ 102.0, 0.4
O=C(/C=C/c1ccccc1)N1CCN(Cc2cc(=O)n3nc(-c4ccccc4F)sc3n2)CC1
→ 114.0, 1.6
CC(C(=O)O)n1nc(-c2ccccc2)c2ccccc21 (centres undefined)
→ 101.0, -0.2
CCOc1ccc2nc(SCc3cc(=O)oc4cc(O)ccc34)[nH]c2c1
→ 95.0, -0.6
Cc1cc(C)n(CCC(=O)O)n1
→ 103.0, 0
COc1ccc(C(=O)Oc2ccc(C3NC(=O)c4c(sc5c4CCN(C)C5)N3)cc2OC)cc1 (centres undefined)
→ 110.0, 1.4

Following part.
Values run as follows: Polio RdRp inh, Polio RdRp inh FP z-score
COc1ccc(Cn2c(SCc3ccc(C(=O)NC4CCCC4)cc3)nc3cccnc32)cc1
→ 108.0, -0.3
COc1ccc2[nH]c3c(=O)n(CC(=O)N(C)Cc4ccccc4)c(=S)[nH]c3c2c1
→ 102.0, 0.4
Cc1ccc2c(CN3CCNC(=O)C3)cc(=O)oc2c1C
→ 105.0, 0.4
CCC(C)NC(=O)Cn1ncc2c(C)n(Cc3ccc(F)cc3)c(C)c2c1=O (centres undefined)
→ 110.0, 0.6
COc1ccc(S(=O)(=O)Nn2cnnc2)cc1
→ 105.0, 0.8
CCOC(=O)c1c(C)[nH]c(C)c1S(=O)(=O)N1CCC(C(=O)NCc2ccc(N(C)C)cc2)CC1
→ 112.0, 0.4
O=C(Cn1nnc(-c2cccnc2)n1)N(c1ccccc1)c1ccccc1
→ 102.0, -0.2
O=C(COCc1cc(-c2ccc3c(c2)OCO3)on1)Nc1cccc(O)c1
→ 125.0, 4.1
Cc1ccc(C2=NNC(c3cccc(C)n3)S2)cc1 (centres undefined)
→ 103.0, 0.6
CCOc1ccc(NC(=O)CSC2=C(C#N)C(c3cccs3)C3=C(CC(C)(C)CC3=O)N2)cc1 (centres undefined)
→ 104.0, 0.6

Carrying on:
Values run as follows: Polio RdRp inh, Polio RdRp inh FP z-score
COc1ccc(-c2cc(C(C)=O)c(C)n2CCC(=O)Nc2ccc(C(F)(F)F)cc2)cc1
→ 104.0, -0.1
CC1(C)CCc2cc(-c3ccn(S(=O)(=O)c4ccc(Cl)cc4)n3)ccc2O1
→ 106.0, 0.3
CC(C)NC(=O)CSc1nnc(N)s1
→ 102.0, 0.1
CC12CC3(C(=O)Nc4ccc(Br)cc4)C1CCC23C (centres undefined)
→ 99.0, -0.9
COc1cccc(N2CCN(C(=O)c3cnn(-c4ccccc4Cl)c3C3CCN(C(=O)OC(C)(C)C)CC3)CC2)c1
→ 111.0, 0.4
Cc1cc(C(=O)OCC(=O)Nc2ccccc2)c(C)o1
→ 101.0, 0
CC1CCCN(S(=O)(=O)c2ccc(NC(=O)c3nc(SC(C)C)ncc3Cl)cc2)C1 (centres undefined)
→ 104.0, -0.4
N#CC(C#N)=C1c2cc(S(=O)(=O)NCCO)ccc2-c2ccc(S(=O)(=O)NCCO)cc21
→ 98.0, -0.3
O=C(NC1CCCCCC1)c1ccccc1
→ 102.0, 0.1
N#CCCn1c(SCc2ccc(C#N)cc2)nc2ccccc21
→ 110.0, 1.4

The results go on:
Values run as follows: Polio RdRp inh, Polio RdRp inh FP z-score
CCCCc1nc2ccccc2n1CC(=O)N(COCC)c1c(C)cccc1CC
→ 109.0, -0.3
CCc1ccccc1N(C)C(=O)c1cnc(N2CCOCC2)c2ccccc12
→ 107.0, -0.2
COc1ccc(NCc2cc(=O)oc3cc(NC(C)=O)ccc23)cc1
→ 104.0, 0.4
COc1cccc(OC)c1C(=O)NNc1ncc(C(F)(F)F)cc1Cl
→ 103.0, 0.3
COc1ccc(Cc2c(Cl)nc(SC)nc2NN)cc1
→ 103.0, 0.3
Cc1ccc2cccc(OC(=O)c3ccc(Br)o3)c2n1
→ 103.0, 0.2
Cc1ccc(Cn2c(CN3CCC(C(=O)NCCc4ccccc4)CC3)cc3ccccc32)cc1
→ 111.0, 1.1
Cc1cc(C)nc(SCC(=O)N(c2ccccn2)c2ccccn2)n1
→ 100.0, -0.2
CCOC(=O)COc1ccc(CC)cc1C(=O)c1ccn2nc(-c3ccccc3)cc2n1
→ 104.0, -0.1
N#CC(=C1CCCC1)c1nc2ccccc2s1
→ 103.0, 0.7

(more compounds)
Values run as follows: Polio RdRp inh, Polio RdRp inh FP z-score
CC1=C/C(=N\Nc2ccccc2Cl)CC1
→ 100.0, 0
CC(=O)Nc1ccc(S(=O)(=O)N(C)CC(=O)N2CCN(C(=O)c3ccco3)CC2)cc1
→ 103.0, 0.8
Cc1nn(CCCC(=O)NCCc2ccc(Cl)cc2)c(=O)c2nn(-c3ccccc3)c(C)c12
→ 107.0, -0.3
CCc1ccc(-n2c(=O)c3c4c(sc3n(Cc3cc(=O)n5c(C)cccc5n3)c2=O)CCC4)cc1
→ 102.0, -1.1
Cc1ccc2c(CC(=O)NC3CCCC3)coc2c1
→ 102.0, 0
O=C(c1ccccc1)N1CCN(c2ccc(F)cc2)CC1
→ 99.0, -0.5
COc1ccccc1Oc1nc2c(C)cccn2c(=O)c1/C=C(\C#N)c1nc2ccccc2[nH]1
→ 105.0, 0.3
CCOc1ccc(NC(=O)Cn2c(=O)n(Cc3ccccc3)c(=O)c3sc4ccccc4c32)cc1
→ 104.0, -0.2
CCc1ccc(-c2cc(C)no2)cc1S(=O)(=O)Nc1ccc(Cl)cc1
→ 110.0, 0.7
O=C(Nc1ccccc1N1CCOCC1)NC1CCN(C(=O)OCc2ccccc2)CC1
→ 104.0, 0

New compounds follow:
Values run as follows: Polio RdRp inh, Polio RdRp inh FP z-score
Cc1cccc(N2CCN(C(=O)C3CCN(S(=O)(=O)c4cccs4)CC3)CC2)c1C
→ 102.0, -0.1
CCCc1ccc(OCCNC(=O)c2ccc3ccccc3n2)cc1
→ 101.0, -0.2
Cc1ccc2c(=O)cc(C(=O)Nc3c(C(=O)c4ccccc4)oc4ccccc34)oc2c1
→ 113.0, 1
Cc1ccccc1-n1c(SCc2ccc(F)cc2Cl)nnc1-c1cc2occc2n1C
→ 103.0, 0.8
CN(C)/C=C1\N=C(SCc2c(Cl)cccc2Cl)NC1=O
→ 101.0, -0.1
COc1cccc(NC(=O)c2ccc(OC(=S)N3CCC(C)CC3)cc2)c1
→ 106.0, 0.4
CCc1c(C)sc(NC(=S)n2cc(C)cn2)c1C(=O)OC
→ 101.0, 0.5
O=C(O)C1CC1(C(=O)O)C(=O)O (centres undefined)
→ 101.0, 0.2
CNc1c(NC(=O)Nc2ccc(F)cc2)c(=O)oc2ccccc12
→ 100.0, -0.3
O=C(CSc1ccc(Cl)cc1)c1cc2ccccc2o1
→ 103.0, 0.5

The listing continues:
Values run as follows: Polio RdRp inh, Polio RdRp inh FP z-score
Cn1nc(C(=O)Nc2sc3c(c2C(N)=O)CCC3)ccc1=O
→ 98.0, -0.5
CC(=O)N1c2ccc(S(=O)(=O)Nc3ccc(CN4CCCCC4)cc3)cc2CC1C (centres undefined)
→ 101.0, -0.3
O=C(Nc1ccc(OCc2cc(=O)n3c4c(sc3n2)CCCC4)cc1)c1ccc(F)cc1
→ 101.0, -0.9
Cc1ccnc(NS(=O)(=O)c2ccc(C3CCCCC3)cc2)c1
→ 100.0, -0.1
COc1ccc(-c2cc(C(=O)Nc3cccc(O)c3)on2)cc1OC
→ 110.0, 0.9
CCN(CC)S(=O)(=O)c1ccc2[nH]cc(C(=O)NCCc3ccccc3)c(=O)c2c1
→ 103.0, -0.2
CC(=O)N1C(=O)/C(=C2\SC(=S)N(C(C)C(=O)O)C2=O)c2ccccc21 (centres undefined)
→ 103.0, 0.3
O=C(CCCc1nnc2c(=O)n(-c3ccc(Cl)cc3)ccn12)NCCN1CCCC1
→ 100.0, -0.3
CCc1ccc(-c2ccc3nnc(SCC(=O)Nc4cccc(C(C)=O)c4)n3n2)cc1
→ 99.0, -1.7
CCOc1ccccc1NC(=O)Cn1c(=O)oc2cc(S(=O)(=O)NCc3ccccc3)ccc21
→ 101.0, -0.7
OC1CCNCC1
→ 105.0, 0.4
Cc1ccc(C(=O)COC(=O)CCC(=O)Nc2ccc(Oc3cc(C)ccc3C(C)C)cc2)cc1
→ 104.0, -0.3
Cc1nnsc1C(=O)Nc1ccc(CN2CCS(=O)(=O)CC2)cc1
→ 105.0, 0.1

Screening results as filed in PubChem BioAssay.
